From PubChem BioAssay
ABCB1 block = ABCB1 efflux pump inhibitors, primary screen, cell-based, multiplex, flow cytometry, ABCG2 counter-screen; CCRF-Adr cells, JC-1 efflux; inhibition, % at 6.6 µM; AID 1326, 2008; ATP-dependent translocase ABCB1 (Homo sapiens), P08183; actives 0.067% (n = 190,000); in the data active means inhibition above about 40%;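 further: 0% = vehicle and 100% = reference inhibitor; higher value means more JC-1 retained so stronger ABCB1 efflux block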
Target sequence (P08183 whole entry, looked up): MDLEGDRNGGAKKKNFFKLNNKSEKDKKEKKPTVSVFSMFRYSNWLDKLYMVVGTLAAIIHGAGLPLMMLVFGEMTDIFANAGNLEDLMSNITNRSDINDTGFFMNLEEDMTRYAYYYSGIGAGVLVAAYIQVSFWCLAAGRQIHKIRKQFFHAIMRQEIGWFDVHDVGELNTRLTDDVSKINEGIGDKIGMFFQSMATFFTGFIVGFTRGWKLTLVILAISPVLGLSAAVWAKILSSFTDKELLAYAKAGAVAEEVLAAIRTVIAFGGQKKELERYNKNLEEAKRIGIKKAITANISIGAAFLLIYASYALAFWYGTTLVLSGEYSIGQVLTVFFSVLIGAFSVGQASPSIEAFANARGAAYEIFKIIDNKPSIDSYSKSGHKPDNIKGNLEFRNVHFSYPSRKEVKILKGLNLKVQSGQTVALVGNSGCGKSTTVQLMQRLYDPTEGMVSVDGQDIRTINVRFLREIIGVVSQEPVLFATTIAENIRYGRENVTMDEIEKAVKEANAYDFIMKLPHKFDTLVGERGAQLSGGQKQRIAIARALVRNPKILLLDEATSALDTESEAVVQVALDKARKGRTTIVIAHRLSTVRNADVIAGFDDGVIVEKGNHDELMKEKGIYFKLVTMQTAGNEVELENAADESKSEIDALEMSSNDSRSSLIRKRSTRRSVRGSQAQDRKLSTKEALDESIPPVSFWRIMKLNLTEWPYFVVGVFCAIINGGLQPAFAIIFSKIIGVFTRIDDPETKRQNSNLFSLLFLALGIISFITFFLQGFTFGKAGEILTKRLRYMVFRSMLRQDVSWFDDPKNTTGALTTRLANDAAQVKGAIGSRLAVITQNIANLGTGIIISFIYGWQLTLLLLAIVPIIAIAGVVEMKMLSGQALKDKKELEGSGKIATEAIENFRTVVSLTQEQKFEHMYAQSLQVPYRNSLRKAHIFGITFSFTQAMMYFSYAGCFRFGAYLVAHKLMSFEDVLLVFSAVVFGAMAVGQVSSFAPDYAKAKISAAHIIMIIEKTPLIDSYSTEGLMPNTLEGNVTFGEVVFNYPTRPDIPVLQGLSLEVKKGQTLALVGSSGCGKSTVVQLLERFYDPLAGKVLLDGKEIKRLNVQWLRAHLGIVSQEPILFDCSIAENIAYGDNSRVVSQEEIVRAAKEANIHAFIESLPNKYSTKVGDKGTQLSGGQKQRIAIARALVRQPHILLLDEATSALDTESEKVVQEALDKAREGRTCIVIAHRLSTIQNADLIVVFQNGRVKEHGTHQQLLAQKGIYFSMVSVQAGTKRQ
Avidin fluor = green autofluorescence of compounds with avidin beads – biophysical, 488/530 nm, flow cytometry, artefact control, profiling panel; fluorescence (KMESF) at 10 µM; compound fluorescence 488/530 nm; active compounds read high; AID 1775, 2009; actives 0.38% (n = 220,000); in the data active means fluorescence above about 47; further: inactives centre near 10
ABCG2 inh = ABCG2 efflux pump inhibitors, primary screen, multiplex with ABCB1, IgMXP3 cells, flow cytometry. JC-1 efflux. actives 0.1% (n = 190,000). inhibition, % at 6.6 µM. Broad substrate specificity ATP-binding cassette transporter ABCG2 (Homo sapiens), Q9UNQ0;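 active means inhibition above 80%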;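 further: 0% = DMSO and 100% = nicardipine control wells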
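Test system: IgMXP3 cells (ABCG2) mixed with DDAO far-red-labelled CCRF-Adr cells (ABCB1). Reagent: JC-1 transporter substrate. Compound dosing: single test compound dose, 6.6 µM final. Times: 10 min compound exposure, 25 °C. Detection: flow cytometry of retained JC-1 fluorescence. Read-out basis: efflux inhibition in percent versus controls. Controls: nicardipine and DMSO wells.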
Pf gamet viab = late stage P. falciparum gametocyte viability inhibitors, primary screen, ATP luminescence, HTS. actives 0.065% (n = 150,000). AID 743093, 2013. inhibition, % at 10.9 µM. P. falciparum stage V gametocytes, 24 h;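 active means inhibition above the mean plus 3 SD of compounds within the control limits, set per campaign, cut at about 38% in these data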;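 further: 0% = DMSO wells and 100% = medium only without gametocytes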
HRas wt GTP = modulators of GTP binding to HRas wildtype, primary screen, biochemical, bead-based flow cytometry, multiplex; GTPase HRas (Homo sapiens), P01112; GTP binding activity, % at 10 µM; GST-Ras wt beads, Bodipy-FL-GTP binding; actives lie on both sides; actives 0.14% (n = 190,000);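 active means GTP binding activity at least 20% away from the 100% baseline, either lowered as inhibitor or raised as activator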;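 further: 0% = unlabeled GTP competition control and 100% = no-compound control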
Rac1 mut GTP = GTP binding modulators of activated mutant Rac1, primary screen, biochemical, bead-based flow cytometry, multiplex, fluorescent GTP; Ras-related C3 botulinum toxin substrate 1 (Homo sapiens), P63000; GST-Rac1 activated beads; actives lie on both sides; 100% means binding = to untreated wells; percent activity (GTP binding), % at 10 µM; actives 0.11% (n = 190,000); AID 764, 2007;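 active means GTP binding at least 20 percentage points away from the 100% baseline, in either direction, so actives lie on both sides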
Rac1 wt GTP bind = wildtype Rac1 GTP binding modulators, primary screen, biochemical, GST-Rac1 beads, flow cytometry, multiplex; actives 0.27% (n = 190,000); fluorescent GTP binding; actives lie on both sides; 0 = cold GTP competed, 100 = untreated; GTP binding activity (% of control), % at 10 µM; Ras-related C3 botulinum toxin substrate 1 (Homo sapiens), P63000;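 active means GTP binding activity at least 20 points away from the 100% control level, either lower or higher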
Rab2A wt mod = modulators of GTP binding to Rab2A wildtype, primary screen, biochemical, dog, bead-based flow cytometry, multiplex | actives 0.19% (n = 190,000) | AID 760, 2007 | GST-Rab2 wt beads, Bodipy-GTP binding | Ras-related protein Rab-2A (Canis lupus familiaris), P61105 | GTP binding activity, % at 10 µM;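 active means GTP binding activity at least 20 points away from 100%, either lowered or raised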;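 further: 0% = beads with excess unlabeled GTP and 100% = no-compound control corrected for plate trend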
GSH bead fluor = compound fluorescence on glutathione beads, profiling panel, artefact control, biophysical, 488/530 nm, flow cytometry. GSH beads flow cytometry, compound fluorescence 488/530 nm; active compounds read high. actives 0.25% (n = 190,000). AID 1776, 2009. fluorescence (KMESF) at 10 µM; in the data active means fluorescence above about 89;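 further: glutathione beads carrying GST-tagged Bcl family fusion proteins plus one bare bead set; values are compound well signal with DMSO vehicle wells as background; inactives centre near 16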
Cdc42 wt GTP = modulators of GTP binding to wildtype Cdc42, primary screen, biochemical, multiplex bead flow cytometry, Bodipy-GTP; Cell division control protein 42 homolog (Homo sapiens), P60953; GST-Cdc42 beads; actives lie on both sides; actives 0.2% (n = 190,000); percent activity (GTP binding), % at 10 µM;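 active means percent activity GTP binding at least 20 points away from the 100% baseline, either down as inhibitor or up as activator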;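 further: median bead fluorescence of bound Bodipy-FL-GTP at 100 nM; 0% = excess unlabeled GTP control and 100% = no compound control; below 100% means less GTP binding so inhibitor and above means activator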
Rab7 wt modul = modulators of GTP binding to Rab7, primary screen, biochemical, wildtype, multiplex bead flow cytometry; Rab7 GTPase wild type (dog), Bodipy-FL-GTP binding; GST-Rab7 beads, fluorescent GTP binding; actives lie on both sides; untreated = 100%, excess cold GTP = 0%; GTP binding activity (percent of control), % at 10 µM; actives 0.055% (n = 190,000); AID 758, 2007;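 active means fluorescent GTP binding to Rab7 beads changed by at least 20 points from the 100% baseline, either direction, mostly lower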;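 further: median green fluorescence of bound Bodipy-FL-GTP per Rab7 bead population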
Numbers without * were called inactive; x = not tested or not shown.

SMILES | ABCB1 block | Avidin fluor | ABCG2 inh | Pf gamet viab | HRas wt GTP | Rac1 mut GTP | Rac1 wt GTP bind | Rab2A wt mod | GSH bead fluor | Cdc42 wt GTP | Rab7 wt modul
CC1=[N+](C)N(c2ccccc2)C(=O)C1N=Cc1ccc(Cl)cc1 (stereo not given) | 1.4 | 14 | 13 | -3 | 102 | 102 | 102 | 102 | 17 | 102 | 100
Fc1ccccc1OCCCCCN1CCCC1 | 0.3 | 13 | 2 | 15 | 98 | 99 | 97 | 97 | 20 | 100 | 98
O=C(CCSc1nnc2scc(-c3ccccc3)n12)NCc1ccc2c(c1)OCO2 | -3.8 | 5 | -6 | x | 96 | 96 | 98 | 95 | 26 | 95 | 95
Cc1sc2nc(CSc3ccc([N+](=O)[O-])cc3)[nH]c(=O)c2c1C | -0.3 | 5 | 6 | x | 100 | 98 | 100 | 100 | 24 | 97 | 103
CCC(=O)Nc1ccc(C(=O)Nc2ccc3c(c2)OCO3)cc1 | -0.1 | 33 | 1 | x | 98 | 98 | 100 | 97 | 13 | 98 | 99
Cc1oc(-c2ccc(Cl)cc2)nc1CN1CCC(C(=O)NCc2ccco2)CC1 | 0.2 | 39 | 1 | x | 96 | 94 | 94 | 94 | 13 | 98 | 94
COc1cc(OC)c(OC)cc1CN1CCc2ccccc2C1 | 0.4 | 4 | 1 | 9 | 97 | 97 | 95 | 98 | 10 | 98 | 97
COCCC(=O)N1CCCC(CNS(=O)(=O)c2ccc(OC)cc2)C1 (stereo not given) | 0.8 | 9 | 5 | 14 | 98 | 96 | 99 | 99 | 23 | 97 | 101
COc1ccc(C(=O)Nc2ccccc2C(=O)N2CCCCC2C)cc1 (stereo not given) | 2.3 | 9 | 2 | 0 | 102 | 95 | 101 | 102 | 14 | 98 | 108
COc1ccc(C2C(C(C)=O)=C(O)C(=O)N2c2nccs2)cc1OC (stereo not given) | 0.4 | 15 | 5 | -2 | 96 | 98 | 99 | 98 | 12 | 99 | 94
COC(=O)[C@H](Cc1ccccc1)NC(=O)N1CCN(Cc2ccccc2)CC1 | 0.0 | 21 | 0 | -16 | 100 | 98 | 99 | 98 | 56 | 97 | 97
O=C(CCc1nnc(C2CCCCC2)o1)N1CCC(Oc2cccnc2)CC1 | 1.2 | 9 | 0 | 1 | 97 | 97 | 103 | 97 | 9 | 98 | 95
COCCNC(=O)C1c2ccccc2C(=O)N(CCOC)C1c1ccc(F)cc1 (stereo not given) | 1.1 | 48* | 8 | 3 | 100 | 97 | 107 | 101 | 26 | 102 | 100
O=c1[nH]c2ccccc2nc1/C=C(\O)C1CC1 | 0.5 | 7 | 6 | x | 97 | 98 | 97 | 99 | 7 | 95 | 94
COc1cc(OC)cc(C(=O)N2c3ccc(F)cc3CCC2C)c1 (stereo not given) | 0.7 | 35 | 3 | x | 102 | 101 | 105 | 101 | 22 | 103 | 100
CN1CCN(C(=O)/C(C#N)=C/c2ccc(F)cc2)CC1 | 0.1 | 10 | -1 | 18 | 96 | 98 | 96 | 101 | 12 | 96 | 99
O=c1cc(CSc2ccccn2)nc(N2CCN(c3ccccc3)CC2)[nH]1 | 0.4 | 14 | 21 | 6 | 102 | 100 | 105 | 101 | 22 | 105 | 99
COc1ccc(CNC(=O)Cc2nn(C)c(=O)c3ccccc23)cc1 | 1.1 | 14 | 7 | -15 | 102 | 99 | 107 | 99 | 29 | 102 | 103
Cc1ccc(C)c(NC(=O)CSc2nnc(-c3ccco3)o2)c1 | -0.1 | 6 | -1 | x | 101 | 99 | 104 | 100 | 33 | 102 | 101
COc1cccc(/C=N/NC(N)=S)c1OCc1ccccc1Cl | 0.0 | 12 | 2 | 14 | 98 | 99 | 100 | 97 | 7 | 96 | 97

Avidin fluor, entries above that show a hit
Molecule | Avidin fluor | ABCG2 inh | HRas wt GTP | Rab2A wt mod | GSH bead fluor | Cdc42 wt GTP | Rab7 wt modul
COCCNC(=O)C1c2ccccc2C(=O)N(CCOC)C1c1ccc(F)cc1 (stereo not given) | 48* | 8 | 100 | 101 | 26 | 102 | 100

(list continues)
SMILES | ABCB1 block | Avidin fluor | ABCG2 inh | Pf gamet viab | HRas wt GTP | Rac1 mut GTP | Rac1 wt GTP bind | Rab2A wt mod | GSH bead fluor | Cdc42 wt GTP | Rab7 wt modul
COc1cc(/C=N/OCC(=O)Nc2cc(C)cc(C)c2)ccc1OCc1ccc(Cl)cc1 | -0.1 | 9 | 18 | x | 97 | 98 | 101 | 98 | 4 | 102 | 97
CNC(=O)CN1C(=O)c2cccc3cccc1c23 | 0.1 | 35 | 0 | x | 100 | 99 | 99 | 99 | 43 | 100 | 98
COC(=O)C1=C(C)N(C)C(=O)NC1c1ccc(C)cc1 (stereo not given) | 0.8 | 16 | 2 | -2 | 98 | 100 | 97 | 99 | 9 | 99 | 96
O=C(CSc1nnnn1-c1ccccc1)N1N=CCC1c1ccccc1 (stereo not given) | 0.4 | 25 | 68 | x | 100 | 97 | 105 | 97 | 10 | 105 | 101
CCCOc1ccc2c(=O)c(N3C(=O)c4ccccc4C3=O)c(C)oc2c1 | 1.6 | 25 | 4 | -5 | 104 | 101 | 105 | 102 | 8 | 107 | 103
COc1cc(Br)c(CC(=O)O)cc1OC | 0.0 | 32 | 2 | -44 | 100 | 99 | 108 | 102 | 22 | 105 | 98
COc1ccc(S(=O)(=O)NC2CC2)cc1C(=O)N1CCOCC1 | 0.6 | 8 | 14 | 2 | 93 | 96 | 91 | 94 | 15 | 96 | 97
COc1ccc(CN2C(=O)c3cccnc3C2Nc2ccc(OC)c(Cl)c2)cc1 (stereo not given) | -1.2 | 7 | 0 | x | 101 | 99 | 104 | 100 | 36 | 99 | 101
NS(=O)(=O)c1cccc(NC(=O)CN2CCN(Cc3ccc4c(c3)OCO4)CC2)c1 | 0.3 | 16 | -6 | -12 | 102 | 100 | 103 | 101 | 10 | 102 | 98
COc1ccccc1C(=O)Nc1ccccc1SC | 0.9 | 42 | 23 | x | 104 | 99 | 102 | 102 | 50 | 103 | 102
CC(C)NC(=O)C1CC(=O)N(C(C)c2ccccc2)C1 (stereo not given) | -0.3 | 5 | -1 | x | 96 | 96 | 98 | 97 | 3 | 98 | 94
COC(=O)C1C(=O)C2=C(CC1C)NC(C)=C(C(=O)OC1CCCCC1)C2c1ccc(N(C)C)cc1 (stereo not given) | 3.2 | 36 | 19 | -26 | 99 | 100 | 107 | 102 | 19 | 101 | 98
O=C(CCNC(=O)c1ccccc1Cl)Nc1nc(-c2ccc3ccccc3c2)cs1 | 4.8 | 14 | 9 | 2 | 96 | 95 | 97 | 95 | 7 | 96 | 99
COC(=O)c1sc2ccccc2c1NC(=O)c1ccc(S(=O)(=O)N2CCC(C)CC2)cc1 | 1.1 | 9 | 0 | -8 | 99 | 99 | 100 | 100 | 11 | 101 | 100
CCOC(=O)N1CCC(Nc2nc3ccccc3n3nnnc23)CC1 | 1.0 | 34 | 2 | 8 | 102 | 99 | 101 | 100 | 13 | 102 | 98
CC(Oc1ccccc1)c1ccnn1S(=O)(=O)c1ccccc1 (stereo not given) | 1.0 | 33 | 3 | -11 | 100 | 100 | 104 | 99 | 23 | 103 | 99
CC1CCN(c2ncnc3nc[nH]c23)CC1 | 0.2 | 8 | 5 | x | 101 | 98 | 105 | 99 | 25 | 103 | 97
Cc1nc(C(C)NC(=O)CCc2nnc(-c3ccsc3)o2)cs1 (stereo not given) | -0.1 | 3 | 0 | 8 | 97 | 96 | 99 | 99 | 10 | 98 | 106
O=C(NC1CCCC1)c1cccc(Cn2cc([N+](=O)[O-])cn2)c1 | 0.7 | 13 | 20 | -13 | 100 | 98 | 103 | 101 | 20 | 102 | 96
Cc1cc(NC(=O)c2cccc(F)c2)no1 | 0.0 | 32 | 0 | x | 101 | 98 | 104 | 101 | 22 | 101 | 102
COc1ccccc1C1NC=C([N+](=O)[O-])C=C1[N+](=O)[O-] (stereo not given) | 0.8 | 1 | 9 | 11 | 98 | 96 | 99 | 97 | 5 | 95 | 100
COc1ccc(/C(O)=C2/C(=O)C(=O)N(CCN3CCOCC3)C2c2ccccn2)cc1 (stereo not given) | 0.2 | 4 | 2 | x | 100 | 97 | 100 | 99 | 24 | 100 | 101
COc1ccc2nc(NC(=O)CN3CCOCC3)sc2c1 | -0.1 | 7 | 0 | x | 100 | 101 | 105 | 100 | 5 | 103 | 98

Of the compounds above, 6 have a Cl atom:
SMILES | ABCB1 block | Avidin fluor | ABCG2 inh | Pf gamet viab | HRas wt GTP | Rac1 mut GTP | Rac1 wt GTP bind | Rab2A wt mod | GSH bead fluor | Cdc42 wt GTP | Rab7 wt modul
CC1=[N+](C)N(c2ccccc2)C(=O)C1N=Cc1ccc(Cl)cc1 (stereo not given) | 1.4 | 14 | 13 | -3 | 102 | 102 | 102 | 102 | 17 | 102 | 100
Cc1oc(-c2ccc(Cl)cc2)nc1CN1CCC(C(=O)NCc2ccco2)CC1 | 0.2 | 39 | 1 | x | 96 | 94 | 94 | 94 | 13 | 98 | 94
COc1cccc(/C=N/NC(N)=S)c1OCc1ccccc1Cl | 0.0 | 12 | 2 | 14 | 98 | 99 | 100 | 97 | 7 | 96 | 97
COc1cc(/C=N/OCC(=O)Nc2cc(C)cc(C)c2)ccc1OCc1ccc(Cl)cc1 | -0.1 | 9 | 18 | x | 97 | 98 | 101 | 98 | 4 | 102 | 97
COc1ccc(CN2C(=O)c3cccnc3C2Nc2ccc(OC)c(Cl)c2)cc1 (stereo not given) | -1.2 | 7 | 0 | x | 101 | 99 | 104 | 100 | 36 | 99 | 101
O=C(CCNC(=O)c1ccccc1Cl)Nc1nc(-c2ccc3ccccc3c2)cs1 | 4.8 | 14 | 9 | 2 | 96 | 95 | 97 | 95 | 7 | 96 | 99
